Screening data from PubChem BioAssay.
SW480 rerep = induces DNA re-replication in SW480 colon adenocarcinoma cells; SW480 DNA re-replication, Hoechst DNA content imaging, 48 h; Potency, µM (top dose mostly 46.1 µM), for inactives: at the top dose re-replication activation, actives largely listed as activators; hit rate 1.8% among 340,000; AID 624297; note: potency is the fitted concentration of half-maximal effect; % of control where 0% means no effect; nearly all actives have a fitted effect of over 55% in size
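250 cells/well; 23 nL cpd via pin tool; 48 hr, 37 C, 5% CO2; Hoechst 40 min; imager read of total nuclear intensity, ex 405/em 500-530 nm.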
KB-3-1 tox = kills parental KB-3-1 adenocarcinoma cells. Potency, µM (series often up to 46.1 µM), inactives show top-dose activity change, negative = cytotoxic, actives largely listed as cytotoxic. hit rate 1.4% among 400,000. KB-3-1 viability, CellTiter-Glo ATP luminescence, 72 h; note: potency is the fitted concentration of half-maximal effect; % is set by controls: 0 for no effect and ±100 for the full control effect; nearly all actives have a fitted effect of over 60% in size
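Screening of KB-3-1 cells (DMEM, 10% FBS, phenol-red free) ran from lowest to highest compound concentration; after 72 h at 37 °C viability was read luminescently and curves fitted.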
DRD3 agonist = D3 dopamine receptor (human) agonism; D3R DiscoveRx beta-arrestin cells, luminescence, 90 min; P35462; max activation, %; AID 652048; hit rate 0.58% among 410,000; in the data active = max activation above about 30%; note: 0% is about no effect; mostly tested at two doses, the higher about 12 µM
Target sequence (P35462 whole entry, looked up): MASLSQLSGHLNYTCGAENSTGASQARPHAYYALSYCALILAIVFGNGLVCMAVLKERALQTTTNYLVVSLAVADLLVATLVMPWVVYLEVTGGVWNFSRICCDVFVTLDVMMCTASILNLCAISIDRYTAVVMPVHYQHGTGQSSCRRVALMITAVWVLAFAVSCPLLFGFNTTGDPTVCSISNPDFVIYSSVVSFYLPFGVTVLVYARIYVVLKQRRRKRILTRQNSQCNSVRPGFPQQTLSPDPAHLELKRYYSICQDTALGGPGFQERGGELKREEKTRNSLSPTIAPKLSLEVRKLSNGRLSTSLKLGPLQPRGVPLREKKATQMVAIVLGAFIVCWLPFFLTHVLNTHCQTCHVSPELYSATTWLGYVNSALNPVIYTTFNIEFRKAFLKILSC
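Cells at 1500/well, incubated overnight, then treated with pinned compounds (dopamine as control) for 90 min at 37 degrees C. DiscoveRx reagent added for 30 - 60 minutes at room temperature; luminescence read.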
MCF10A rereplic = induces DNA re-replication in MCF 10a normal breast cells. MCF 10A DNA re-replication, Hoechst nuclear intensity, 48 h. Potency, µM (top dose mostly 46.1 µM), for inactives: top-dose activity, positive = re-replication, hits mostly activators. hit rate 2.9% among 350,000; note: potency is the fitted concentration of half-maximal effect; % of control where 0% means no effect; nearly all actives have a fitted effect of over 50% in size
IL1B secr inh = inhibitors of inflammasome signaling (IL-1 beta secretion) | THP-1 LPS/ATP IL-1B secretion, AlphaLISA, 16 h; stronger effect = lower value | activity change, % at 57.5 µM | hit rate 4.7% among 360,000 | AID 743279; in the data active = activity change below about -50%; inconclusive = mostly about -30% to -49%; note: % is set by controls: 0 for no effect and ±100 for the full control effect
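Secreted IL-1B measured by AlphaLISA bead assay after 16 h compound exposure of THP-1 cells; compounds (final up to 57.5 uM) added 1 h before LPS (250 ng/mL) and ATP (1.25 mM) stimulation; lower signal means less secretion.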
HEK293 tox = cytotoxicity counter-screen for GLP-1 receptor inverse agonists; HEK293 cAMP-luciferase reporter cells, luminescence, 24 h; hit rate 0.13% among 410,000; Potency, µM (series often up to 38.3 µM), for the others: at the top dose activity change, negative = inhibition, hits mostly inhibitors;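 note: loss of luciferase light is scored as toxicity; potency is the fitted concentration of half-maximal effect; % is set by controls: 0 for no effect and ±100 for the full control effect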
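Seeding density was 200 cells/uL; after overnight-length (12 h) culture, 23 nL compounds went on for 24 h at 37 °C. Readout used a luciferase detection reagent, luminescence taken after 12 min at room temperature.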
HT1080NT lethal = kills 2HG-producing HT-1080-NT fibrosarcoma cells | HT-1080-NT fibrosarcoma viability, CellTiter-Glo ATP luminescence, 48 h | Potency, µM (highest dose often 46.1 µM), inactives show at the highest dose activity, negative = less viability, most hits filed as cytotoxic | hit rate 1.6% among 360,000 | AID 686970;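 note: NT is the 2HG producing partner of a matched IDH1 knockdown line; potency is the fitted concentration of half-maximal effect; 0% = DMSO-treated cells and -100% = media-only wells without cells; nearly all actives have a fitted effect of over 55% in size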
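750 cells/well, RPMI + 5% FBS; 2 h settle, compound pin-transfer, 48 h at 37 degrees C. CellTiter-Glo 10 min RT, luminescence. Normalized to DMSO and media-only wells.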
KB-V1 cytotox = kills drug-selected multidrug resistant KB-V1 cells; KB-V1 MDR cells viability, CellTiter-Glo, 72 h; Potency, µM (titrated, usually from 46.1 µM), inactives show at the highest dose activity change, negative = cytotoxicity, hits mostly cytotoxic; hit rate 3.4% among 400,000; AID 1347076; note: potency is the fitted concentration of half-maximal effect; % is set by controls: 0 for no effect and ±100 for the full control effect; nearly all actives have a fitted effect of over 60% in size
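Readout: CellTiter-Glo luminescence, 10 min after addition. Cells: KB-V1 MDR subline, 72 h at 37 degrees C with compound. Analysis: corrected, normalized data fitted to concentration-effect curves.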
HT1080 IDH1KD tx = HT-1080 IDH1 knockdown cell toxicity (counter line); Potency, µM (highest dose often 46.1 µM), inactives show top-dose activity, negative = toxicity, usual class: cytotoxic; hit rate 2% among 360,000; HT-1080 IDH1 knockdown viability, ATP luminescence, 48 h; AID 686971;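 note: potency is the fitted concentration of half-maximal effect; 0% = DMSO wells and -100% = cell-free medium wells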
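Cytotoxicity counter-line: IDH1KD HT-1080, 48 h, CellTiter-Glo. Curves classed by r2, magnitude and activity.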
* hit, by the source's call; ? = inconclusive; . = not tested or not shown; [ ] = remark or other dose. Unless noted, calls come from the whole dose curve; as a rule, active = well fitted curve in the direction sought with a large enough effect; inconclusive = small, poorly fitted or top-dose-only effect, or another doubt; inactive = no such curve, though single readings can be large; an effect the other way counts as inactive or inconclusive.

Order of values – SW480 rerep	KB-3-1 tox	DRD3 agonist	MCF10A rereplic	IL1B secr inh	HEK293 tox	HT1080NT lethal	KB-V1 cytotox	HT1080 IDH1KD tx
(1) CCOC(=O)C1=NN(c2ccccc2)C2=NC(C)=C(C(=O)OC)C(c3cccs3)N12 (stereo not drawn)
 : -17%	-11%	-5	0%	10	11%	1%	1%	-6%
(2) CCNC(=S)Nc1cc(OCC)c(N2CCOCC2)cc1OCC
 : -3%	-3%	2	1%	15	9%	22%	5%	27%
(3) CC(C)Cc1cc(C(=O)N2N=C(C(F)F)CC2(O)C(F)F)c2ccccc2n1 (stereo not drawn)
 : 0%	-5%	2	?	-1	-17%	-10%	-21%	-8%
(4) O=C(NCCCCc1ccccc1)c1ccc(Br)o1
 : 0%	-7%	1	16%	-18	5%	-1%	?	-2%
(5) CCOC(=O)C1CCN(C(=O)Cc2c(C(=O)O)[nH]c3ccccc23)CC1
 : -1%	-2%	3	-2%	22	-10%	6%	4%	10%
(6) CC(C)N1C(=O)/C(=C/c2nc3ccccc3c(=O)n2-c2ccccc2)c2ccccc21
 : ?	?	-12	16µM*	-96*	?	-29%	?	?
(7) COc1c(C)cc(C(O)c2ncc(-c3ccccc3Cl)[nH]2)cc1C (stereo not drawn)
 : .	0%	8	.	0	3%	?	1%	?
(8) Fc1cccc(C[n+]2csc3ccccc32)c1
 : -8%	-13%	-3	-2%	-118*	-12%	-2%	-16%	3%
(9) Cn1cccc1C(=O)N1CCc2ccccc2C1
 : -2%	23%	0	1%	2	2%	6%	?	7%
(10) CCOC(=O)c1c(C)[nH]c(C)c1C(=O)COC(=O)/C=C/c1ccccc1[N+](=O)[O-]
 : -18%	9%	6	-8%	?	-11%	1%	14%	0%
(11) COc1cc(NC(=S)NCCC(c2ccccc2)c2ccccc2)c(OC)cc1Cl
 : 5%	?	0	?	0	-17%	-7%	?	0%
(12) COc1ccc(OCCNC(=O)C2(C)CCN2Cc2ccc(SC)cc2)cc1 (stereo not drawn)
 : .	0%	-8	.	-10	8%	-25%	?	-12%
(13) Cc1ccc(-c2cc(C(=O)NCc3cccnc3)no2)cc1
 : -4%	6%	-3	2%	11	-6%	12%	16µM*	-16%
(14) O=C(Nc1ccc(Cl)cn1)c1ccc2c(c1)OCCO2
 : ?	-18%	4	?	3	-3%	-7%	?	-24%
(15) COc1ccc(NC(=O)COc2nsnc2N2CCOCC2)cc1
 : -3%	-2%	-6	3%	-9	3%	-2%	-3%	-1%

2 entries picked at random from the list so far:
Order of values – SW480 rerep	KB-3-1 tox	DRD3 agonist	MCF10A rereplic	IL1B secr inh	HEK293 tox	HT1080NT lethal	KB-V1 cytotox	HT1080 IDH1KD tx
(3) CC(C)Cc1cc(C(=O)N2N=C(C(F)F)CC2(O)C(F)F)c2ccccc2n1 (stereo not drawn)
 : 0%	-5%	2	?	-1	-17%	-10%	-21%	-8%
(9) Cn1cccc1C(=O)N1CCc2ccccc2C1
 : -2%	23%	0	1%	2	2%	6%	?	7%

(further entries)
Order of values – SW480 rerep	KB-3-1 tox	DRD3 agonist	MCF10A rereplic	IL1B secr inh	HEK293 tox	HT1080NT lethal	KB-V1 cytotox	HT1080 IDH1KD tx
(16) Cc1ccc(S(=O)(=O)N/N=C/c2cnn(C)c2C)cc1
 : -1%	-17%	-7	-2%	37	-13%	-1%	-14%	-3%
(17) COc1ccccc1C(=O)NC(CCSC)C(=O)NNC(=O)c1ccccc1O (stereo not drawn)
 : ?	0%	2	12%	72	4%	-27%	4%	?
(18) O=C(O)[C@@H]1CCCN1S(=O)(=O)c1cccc2cccnc12
 : -6%	7%	-12	-8%	22	-14%	-25%	1%	14%
(19) COc1ccc(NC(=O)CCCNC(=O)Cn2cnc3sc(C)c(C)c3c2=O)cc1OC
 : 2%	12%	31*	-10%	5	1%	-12%	6%	-1%
(20) COc1ccc2c(c1)C(C)=CC(C)(C)N2S(=O)(=O)c1ccc(NC(C)=O)cc1
 : 1.5µM*	2.1µM*	-10	?	67	?	?	-29%	?
(21) CC(=O)OC[C@H]1COc2ccc3ccccc3c2[C@H]1N(C)C(C)=O
 : -1%	-3%	5	-19%	13	0%	0%	8%	17%
(22) CC1=Nn2c(nnc2-c2ccco2)SC1
 : -1%	-8%	5	-4%	20	-7%	3%	0%	8%
(23) CC1(C(=O)NS(=O)(=O)C2CC2)CCCN(C(=O)c2ccccc2OC(F)(F)F)C1 (stereo not drawn)
 : .	0%	9	.	12	-3%	22%	3%	11%
(24) O=C(Cn1cnc(Cl)c1Cl)c1ccc(F)cc1
 : -3%	-4%	-7	?	2	-5%	6%	-2%	-2%
(25) COc1ccc(CC(=O)Nc2cccc(-c3csc(C)n3)c2)cc1
 : -5%	-4%	-7	-5%	-1	10%	-2%	?	-3%
(26) CCCC(=O)Nc1ccc(Cl)c(NC(=S)NC(=O)c2ccco2)c1
 : -2%	-4%	-4	4%	-12	-17%	-1%	-5%	-14%
(27) CCN(c1ccccc1)S(=O)(=O)c1ccc2c(c1)C(C)(C)C(=O)N2C
 : -2%	-2%	-2	0%	-2	-3%	4%	0%	1%
(28) O=C(OCC1CCNCC1)c1ccc2c(c1)OCO2
 : -5%[9.22 µM]	3%	3	9%	1	15%	4%	29%	0%
(29) O=C(CN1C(=O)COc2ccc(Cl)cc21)N1CCCCC1
 : 1%	-1%	5	1%	-15	2%	14%	-14%	3%
(30) Cc1ccccc1CC(=O)Nc1cccnc1
 : -9%	-1%	-11	-1%	4	7%	15%	0%	11%

Going on with the list.
Order of values – SW480 rerep	KB-3-1 tox	DRD3 agonist	MCF10A rereplic	IL1B secr inh	HEK293 tox	HT1080NT lethal	KB-V1 cytotox	HT1080 IDH1KD tx
(31) CCOc1ccc(NCc2nnc(SCC(=O)Nc3cc(C)on3)n2-c2ccc(OC)cc2)cc1
 : ?	24%	14	28%	12	2%	1%	?	17%
(32) CCN(C(=O)c1ccc(Cl)cc1[N+](=O)[O-])c1ccccc1C
 : -3%	-21%	14	?	4	0%	-2%	-29%	3%
(33) CCN(CC)CCNc1ccnc2cc(Cl)ccc12
 : ?	7%	-30	?	-56*	-5%	?	?	?
(34) COc1ccc(-n2c3c(cc(-c4nc(-c5ccc(C)cc5)cs4)c2=O)C(=O)CC(C)(C)C3)cc1
 : .	5%	-13	.	.	-2%	.	20%	.
(35) Cc1ccccc1OCC(=O)Nc1ccc(S(=O)(=O)Nc2ncccn2)cc1
 : .	5%	-13	.	.	0%	.	1%	.
(36) CCCCN(CC)Cc1ccc(CNC(=S)Nc2c(C)cc(C)cc2C)o1
 : -7%	7%	-3	13%	0	-20%	4%	?	-7%
(37) Cc1oc2ccc(O)c(CN(C)C)c2c1C(=O)c1ccccc1
 : -26%	-4%	22	-8%	-19	-5%	-3%	-19%	-2%
(38) OCC1(Cc2ccccc2F)CCCN(Cc2c(F)ccc(F)c2F)C1 (stereo not drawn)
 : 9%	-10%	-16	?	?	13%	-29%	-15%	?
(39) CN(NC(=O)NN)c1ncc(C(F)(F)F)cc1Cl
 : -15%	-6%	-1	1%	-5	4%	-5%	8%	-1%
(40) Cc1ncc(CO)c2c1OC(C)(C)OC2
 : -4%	-1%	1	16%	-11	-11%	3%	-5%	23%
(41) CCOC(=O)NC1(C(F)(F)F)C(=O)NC(C)=C1C(=O)OC (stereo not drawn)
 : -5%	4%	-1	3%	-11	2%	10%	-4%	8%
(42) CC(=O)NCCN1C(=O)C2C3c4ccccc4C(c4ccccc43)C2C1=O (stereo not drawn)
 : 3%	1%	8	2%	2	-6%	6%	?	-1%
(43) O=C(O)C(c1ccccc1)C1CCCCC1O (stereo not drawn)
 : -4%	9%	6	0%	8	-12%	24%	2%	7%
(44) O=C(C1CCCN(Cc2ccccc2F)C1)N1CCc2ccccc2C1 (stereo not drawn)
 : -42%[inhibitor]	5%	-27	-3%	.	-3%	0%	?	14%
(45) CCC(=O)N1CC2(c3ccccc3)CN(C(=O)CC)CC(c3ccccc3)(C1)C2=O
 : -6%	20%	-2	8%	3	-3%	3%	3%	-3%

Down the list, quoted from above.
MCF10A rereplic, entries 36–41, in order: 13%, -8%, ?, 1%, 16%, 3%
DRD3 agonist, entries 36–41, in order: -3, 22, -16, -1, 1, -1
HEK293 tox, entries 36–41, in order: -20%, -5%, 13%, 4%, -11%, 2%

(cont.)
Order of values – SW480 rerep	KB-3-1 tox	DRD3 agonist	MCF10A rereplic	IL1B secr inh	HEK293 tox	HT1080NT lethal	KB-V1 cytotox	HT1080 IDH1KD tx
(46) Cc1ccc(NC(=O)NCc2cccnc2)cc1C
 : 2%	-3%	2	7%	-9	-10%	18%	-3%	8%
(47) C[C@@H]1CN([C@@H](C)CO)C(=O)CCCn2nncc2CO[C@@H]1CN(C)C(=O)c1ccncc1
 : .	-7%	-7	.	-24	3%	-3%	-12%	0%
(48) CC/C(=C\c1ccc(Cl)cc1)c1ccncc1
 : -2%	-8%	-6	8%	4	-2%	2%	?	18%
(49) Cn1cccc/c1=N\c1cccc[n+]1C
 : ?	-31%	-16	3%	0	-5%	-11%	20%	23µM*
(50) CC(C)(C)C1CCc2c(sc(NC(=O)c3cccs3)c2C(N)=O)C1 (stereo not drawn)
 : ?	0%	-3	5.6µM*	-2	99%[activator]	-8%	-8%	-4%
(51) COCCNC(=O)C(c1ccc(O)cc1)N(Cc1ccco1)C(=O)CCC(=O)Nc1ccccn1 (stereo not drawn)
 : -11%	3%	-4	2%	-1	-1%	10%	0%	5%
(52) O=C(COc1ccc([N+](=O)[O-])cc1)NNC(=O)c1cccs1
 : -23%	8%	2	-9%	4	8%	11%	-17%	4%
(53) COc1ccc(CN2C(=O)Cc3c2nc(N)c2c(N)nc(N4CCOCC4)c(C#N)c32)cc1
 : -2%	?	-4	-1%	-23	7%	-3%	?	8%
(54) CC(=O)Nc1ccc(S(=O)(=O)NCc2cccnc2)cc1
 : ?	0%	19	1%	24	4%	22%	?	28%
